Screening results: PubChem, National Center for Advancing Translational Sciences (NCATS)
TrxR1 substrate = rat thioredoxin reductase 1 substrate activity | O89049 | purified TrxR1 substrate turnover, NADPH consumption readout | Potency, µM (titrated, usually from 114 µM), for inactives: top-dose activity change, negative = substrate turnover | 0.01% of 390,000 active | AID 588456; further: potency means the concentration at half of the fitted maximal effect; on the % scale 0 is the no-effect control and ±100 the full control effect; nearly all actives have a fitted effect of over 50% in size
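Rat TrxR1, dispensed at 90 nM, was prereduced with 400 uM NADPH (final) for 5 min at ~22 deg C, then incubated with compound 15 min before 400 uM selenite. A first-read NADPH fluorescence drop versus no-compound background flagged substrates.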
mIDH1 inhibitor = inhibitors of human mutant IDH1 R132H; O75874; IDH1-R132H enzyme, NADPH consumption, diaphorase/resazurin fluorescence; Potency, µM (series often up to 76.6 µM), for the others: at the highest dose activity change, negative = inhibition, hits mostly inhibitors; 0.093% of 390,000 active; AID 602179; further: potency means the concentration at half of the fitted maximal effect; on the % scale 0 is the no-effect control and ±100 the full control effect; nearly all actives have a fitted effect of over 65% in size
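IDH1-R132H (0.5 ug/mL dispensed) in pH 7.5 Tris buffer was preincubated 30 min with compound, then given a substrate mix of 0.016 mM NADPH and 2 mM alpha-KG for 80 min at room temperature; remaining NADPH was read by diaphorase/resazurin fluorescence.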
USP1 inh = blocks the human USP1/UAF1 deubiquitinase complex; O94782; recombinant USP1/UAF1, Ub-Rhodamine cleavage fluorescence; Potency, µM (titrated, usually from 57.1 µM), for inactives: at the top dose activity change, negative = inhibition, hits mostly inhibitors; 0.23% of 390,000 active; AID 743255; further: potency means the concentration at half of the fitted maximal effect; on the % scale 0 is the no-effect control and ±100 the full control effect; nearly all actives have a fitted effect of over 60% in size; inactives centre near -12
Target sequence (O94782 whole entry, looked up): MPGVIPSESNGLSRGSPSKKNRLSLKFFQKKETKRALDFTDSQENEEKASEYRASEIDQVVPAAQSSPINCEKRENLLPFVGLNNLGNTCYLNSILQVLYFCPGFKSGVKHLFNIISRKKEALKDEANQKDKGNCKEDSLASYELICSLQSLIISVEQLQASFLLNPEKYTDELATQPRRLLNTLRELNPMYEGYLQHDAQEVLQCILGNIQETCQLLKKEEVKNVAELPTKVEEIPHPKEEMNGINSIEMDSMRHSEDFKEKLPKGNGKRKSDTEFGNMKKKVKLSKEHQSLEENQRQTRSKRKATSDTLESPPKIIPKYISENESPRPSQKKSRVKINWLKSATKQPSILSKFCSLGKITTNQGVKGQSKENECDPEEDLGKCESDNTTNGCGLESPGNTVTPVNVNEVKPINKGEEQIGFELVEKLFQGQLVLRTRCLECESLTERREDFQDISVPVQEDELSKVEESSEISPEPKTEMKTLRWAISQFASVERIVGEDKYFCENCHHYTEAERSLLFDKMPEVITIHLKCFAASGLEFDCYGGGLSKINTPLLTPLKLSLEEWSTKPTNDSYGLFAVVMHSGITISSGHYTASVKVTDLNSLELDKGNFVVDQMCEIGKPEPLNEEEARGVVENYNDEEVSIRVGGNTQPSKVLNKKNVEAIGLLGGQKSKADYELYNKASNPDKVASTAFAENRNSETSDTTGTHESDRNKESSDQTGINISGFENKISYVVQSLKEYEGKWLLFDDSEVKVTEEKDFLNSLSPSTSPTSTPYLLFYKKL
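High-throughput fluorogenic screen: 1nM USP1/UAF1 complex, Ub-Rho substrate 150nM final, 50mM HEPES pH 7.8 with 0.5mM EDTA, 0.1 mg/ml BSA, 1mM TCEP and 0.01% Tween-20.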
TrxR1 inh = inhibitors of rat thioredoxin reductase 1; recombinant rTrxR1, NADPH fluorescence consumption, selenite substrate; Potency, µM (series often up to 114 µM), for the others: top-dose activity change, negative = inhibition, actives largely listed as inhibitors; 1% of 390,000 active; O89049; further: potency means the concentration at half of the fitted maximal effect; on the % scale 0 is the no-effect control and ±100 the full control effect; nearly all actives have a fitted effect of over 65% in size
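Rat TrxR1 (90 nM in the dispensed reagent) was pre-reduced with 400 uM NADPH for 5 min at room temperature, then incubated with compound for 15 min. After 400 uM selenite was added, NADPH fluorescence (Ex 340/Em 450 nm) was followed for 8 min.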
D2 antag = antagonists of human D2 dopamine receptor; 2% of 340,000 active; inhibition, % at 10 µM; HEK293 TREx D2 cells, calcium flux, dopamine EC80; P14416; in the data active means inhibition above about 30%; further: 0% is about no effect
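Read-out: kinetic calcium fluorescence (1 cycle/s) in inducible HEK293 T-REx D2 cells after an EC80 dopamine addition that followed 180 s compound preincubation. Loss of the dopamine response indicates antagonism.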
D2 ag = D2 dopamine receptor (human) agonism; P14416; HEK293 T-REx D2 cells, calcium flux agonist mode; activation, % at 2 µM; 0.53% of 340,000 active;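 active means activation over 3 SD above normal in the single-dose calcium agonist read, cut at about 30% in these data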; further: 0% is about no effect
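In this primary screen, compounds producing a positive calcium signal within 180 s of addition to tetracycline-induced, force-coupled HEK293 Trex D2 cells are flagged; cells are dye-loaded with a no-wash calcium kit beforehand.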
TRHR enhancer = allosterically enhances the human TRH receptor; P34981; TRHR cells, fluo-8 calcium fluorescence, EC20 TRH enhancement; enhancement, % at 2 µM; 0.66% of 360,000 active; in the data active means enhancement above about 30%; further: 0% is about no effect
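TRHR-expressing cells loaded with fluo-8 calcium dye were read kinetically (ex 480/em 530) during compound addition, then stimulated with an EC20 of TRH (10 nM final). Enhancement of the Gq-mediated intracellular calcium response was scored.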
Pin1 inhibitor = blocks the human prolyl isomerase Pin1; Pin1 FP peptide displacement, HiFluor488, 10 min; Q13526; AID 504891; 0.009% of 390,000 active; Potency, µM (top dose mostly 115 µM), for inactives: at the top dose activity, negative = inhibition, most hits filed as inhibitors; active means well fitted inhibition curve with a large enough effect in the polarisation, with a control signal flat, not every such curve was filed as active; inconclusive means small, poorly fitted or top-dose-only effect, or effect the other way, or a change in a side signal; inactive means no such curve, though single readings can be large or run the other way; the % refers to the polarisation; further: potency means the concentration at half of the fitted maximal effect; on the % scale 0 is the no-effect control and ±100 the full control effect
Target sequence (Q13526 whole entry, looked up): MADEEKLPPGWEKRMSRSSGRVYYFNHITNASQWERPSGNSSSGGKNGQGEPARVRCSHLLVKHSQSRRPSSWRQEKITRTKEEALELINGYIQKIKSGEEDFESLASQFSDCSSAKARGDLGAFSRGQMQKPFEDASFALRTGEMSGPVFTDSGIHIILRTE
TRHR agonist = activates the human TRH receptor. TRHR cells, calcium flux fluo-8, FDSS agonist mode. activation, % at 2 µM. 0.18% of 360,000 active. AID 493084; in the data active means activation above about 30%; further: 0% is about no effect
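Fluo-8-loaded TRHR cells; 10 s baseline, compound added, kinetic Ca2+ fluorescence read 1/s, agonist mode.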
Numbers without * were called inactive; ? = inconclusive; · = not tested or not shown; [ ] = remark or other dose. Unless noted, the call rests on the fitted dose curve; in most records, active means well fitted inhibition curve with a large enough effect; inconclusive means small, poorly fitted or top-dose-only effect; inactive means no such curve, though single readings can be large or run the other way. A portion of the library; the hit share may differ from the screen's.

SMILES	TrxR1 substrate	mIDH1 inhibitor	USP1 inh	TrxR1 inh	D2 antag	D2 ag	TRHR enhancer	Pin1 inhibitor	TRHR agonist
COC(=O)C1=C(c2ccccc2)C[C@@H]2CC[C@H]1N2C(=O)N1CCOCC1	8%	-1%	-16%	10%[57.1 µM]	·	·	·	-3%	·
CCOP(=O)(OCC)C(NC(=O)CN1C(=O)c2ccccc2S1(=O)=O)C(Cl)(Cl)Cl (stereo not given)	7%[57.1 µM]	-1%	-6%	-1%[57.1 µM]	-16	2.5	-2	-2%	0.4
CCC1(C)CC(CCNCc2ccc(N(C)C)cc2)(c2ccc(F)cc2)CCO1 (stereo not given)	-2%	-6%	-3%	-2%	-5	1.5	10	?	0.4
CCc1c(C)c2ccc(OCC(N)=O)cc2oc1=O	213%[activator]	2%	-22%	27%	19	-0.4	1	6%	0.6
O=[N+]([O-])[N-][n+]1cnn(Cc2ccc(Cl)cc2)c1	-2%	3%	-5%	22%	-16	0.1	5	-9%	-0.3
CCC(C)n1c(C)cc(C(N)=O)c1C (stereo not given)	-8%[57.1 µM]	2%	-15%	30%[57.1 µM]	-6	2.0	18	0%	0.0
Cc1ccc(N=Nc2c(O)[nH]c(=O)[nH]c2=O)cc1S(=O)(=O)Nc1ccc(Br)cc1	-10%[57.1 µM]	3%	42%[activator]	1%[2.29 µM]	·	·	·	?	·
CC1C2Cn3c(nc4ccccc43)C1N(C)O2 (stereo not given)	8%	-5%	-26%	20%	-16	-0.1	-1	4%	-0.4
C#C[C@]1(O)CCC2C3C(CC[C@@]21C)[C@@]1(C)CC[C@@H](O)CC1=C[C@H]3O (stereo not given in full)	13%[57.1 µM]	4%	-19%	18%[57.1 µM]	·	·	·	6%	·
COc1ccc(OC)c(CN2CCN(C(=O)Cc3ccccc3)CC2)c1	-2%	2%	-12%	21%	23	-1.3	-3	-3%	-0.9
N#CCC(=O)NN1Cc2ccccc2C1=N	0%	-3%	-27%	9%	11	-0.5	4	-3%	0.1
Cc1cc(/C=C2/C(=O)NC(=O)N(Cc3ccco3)C2=O)c(C)n1-c1ccccc1	-21%[57.1 µM]	4%	-25%	-43%	-6	0.5	-1	?	1.9
O=c1[nH]c(=O)n(CCC2=CCCCC2)c(O)c1C=NC1CCN(Cc2ccccc2)CC1	-4%	4%	-9%	12%[57.1 µM]	-4	0.3	5	5%	0.4
Cc1onc(-c2c(Cl)cccc2Cl)c1C(=O)Nc1ccc2c(C(F)(F)F)cc(=O)oc2c1	109%[activator]	-9%	-12%	55%[activator]	1	1.6	9	2%	-0.3
CCCCN1C(=O)NC(=O)C2(Cc3c(nc4c(C)cccn4c3=O)N3CCc4ccccc4C32)C1=O (stereo not given)	12%	-20%	-15%	0%	8	-0.3	4	15%	2.9
CN1CCc2nc(SCc3ccccc3Br)c(C#N)cc2C1	-3%	-1%	-19%	-6%	-5	1.7	-3	2%	1.7
CNC(=O)c1cccn(Cc2cc(C(F)(F)F)cc(C(F)(F)F)c2)c1=O	17%[57.1 µM]	6%	-19%	10%[57.1 µM]	-4	1.2	-9	6%	2.4
Cc1ccc(OCC(=O)N2CCCC(N3CCN(c4ccc(F)cc4)CC3)C2)cc1 (stereo not given)	-4%	-7%	-19%	16%	-4	-0.1	0	1%	-0.7
Cc1ccc(-n2c(O)c(C=NC3CCCCC3N)c(=O)[nH]c2=O)cc1C (stereo not given)	-4%	5%	-15%	-11%	6	-0.1	-6	0%	0.6
O=C1CC(c2cccnc2)=NN1c1ccccc1	14%[57.1 µM]	10%	-17%	33%[57.1 µM]	7	-0.3	2	-11%	-1.1
COc1ccc(-c2nc3ccc(C(=O)N4CCC5(CC4)OCCO5)cc3nc2-c2ccc(OC)cc2)cc1	68%[activator]	-11%	-8%	106%[activator]	-4	0.0	15	9%	-0.1
CCC1=Nc2cc(C(=O)N3CCC4(CC3)OCCO4)ccc2Sc2ccc(Br)cc21	0%	7%	-23%	17%	·	·	5	-3%	-0.1
CCC12CN3CCN(CC(C3)C1O)C2 (stereo not given)	-6%	9%	-23%	-10%	6	0.4	13	-1%	-0.1
N=C1/C(=C/c2ccc(OC(=O)c3ccco3)cc2)C(=O)N=C2SC=CN12	6%[57.1 µM]	4%	-21%	13%[57.1 µM]	0	0.6	-1	26%	0.7
CCC1(C(=O)c2ccc(C)cc2)C2c3ccccc3OC(=O)C21C(=O)O (stereo not given)	0%	1%	1%	13%	5	-0.4	-1	-16%	1.2
Remaining list, next part
SMILES	TrxR1 substrate	mIDH1 inhibitor	USP1 inh	TrxR1 inh	D2 antag	D2 ag	TRHR enhancer	Pin1 inhibitor	TRHR agonist
CC(c1ccccc1)(c1ccccc1)c1ccncc1	0%[57.1 µM]	-5%	-17%	14%[57.1 µM]	·	·	3	3%	-0.1
CCOc1ccc(NC(=O)c2c(O)[nH]c(=O)[nH]c2=O)cc1	7%	-10%	?	16%	·	·	·	-1%	·
CN(C)CC#CCn1c2ccccc2c2ccccc21	-2%	1%	-5%	4%	14	-0.7	-4	1%	0.3
O=C1N(c2ccccc2)C(c2cccnc2)N2CCCN12 (stereo not given)	24%[57.1 µM]	7%	-11%	7%	·	·	1	-4%	0.5
N#CC1(c2ccccc2)CCN(C2CC(=O)N(c3ccc(F)cc3)C2=O)CC1 (stereo not given)	1%	6%	-5%	13%	-16	0.8	0	2%	0.0
C=CCn1c(O)c(C=NCCN2CCNCC2)c(=O)[nH]c1=O	-5%	6%	-8%	-16%	-7	0.1	7	-1%	0.3
CCOC(=O)c1c(C=O)c2ccccc2n1Cc1ccccc1F	5%	0%	-11%	13%	-10	0.8	-1	0%	2.5
O=C1/C(=C\c2ccc([N+](=O)[O-])cc2)N2CCC1CC2	10%[57.1 µM]	0%	4%	-28%[57.1 µM]	-5	0.8	-4	-5%	-0.1
COC(=O)CC1(CC(=O)OC)C(=O)NC(=O)NC1=O	-7%	0%	-7%	8%	4	0.3	1	-4%	0.5
COc1ccc(-n2c(/C=C/c3cccc(F)c3)nc3ccccc3c2=O)cc1Cl	3%[57.1 µM]	-3%	-2%	9%[57.1 µM]	·	-0.1	-7	2%	-0.3
COCCNC(=O)c1c(NC(=O)c2ccc(Br)o2)n(Cc2ccccc2)c2nc3ccccc3nc12	23%	-11%	?	-36%	15	6.1	-8	24%	7.8
Cc1cc(C(=O)CS(=O)(=O)c2ccccc2)cc(C)c1OC(=O)N(C)C	1%	-2%	-12%	?	11	-0.2	-5	-6%	0.6
CCN(C[C@H]1N[C@@](CC)(C(=O)OC)[C@H]2C(=O)N(Cc3ccccc3)C(=O)[C@@H]12)S(=O)(=O)c1ccc(OC)cc1	-3%	-1%[38.3 µM]	?	12%	·	·	·	5%	·
CCOC(=O)c1c(C)n(C(C)C)c2ccc(OC)cc12	6%	0%	-26%	23%	·	·	-3	2%	-1.4
Cc1cccc(-n2c(C)nc3ccc(Cl)cc3c2=O)c1	1%[11.4 µM]	8%	-15%	15%[11.4 µM]	7	0.6	-13	-5%	-0.7
CN1CCN(C(=O)COc2ccc(S(=O)(=O)N(C)Cc3ccccc3)cc2)CC1	13%	2%	-9%	9%	3	-1.0	8	7%	-4.4
COC(=O)C1=C(c2ccc(F)cc2OCc2ccccc2)C[C@@H]2CC[C@H]1N2C(=O)N1CCC(O)CC1	5%[57.1 µM]	-8%	-26%	16%	-8	-0.1	37*	9%	0.4
C=CCNC(=O)c1c(N)n(CCN2CCOCC2)c2nc3ccccc3nc12	79%[activator]	8%	-25%	6%	3	0.7	5	1%	0.2
COC(=O)C(O)(c1ccc2c(c1)CCCN2)C(F)(F)F (stereo not given)	-4%	3%	-4%	2%	-3	-0.2	-1	-3%	0.1
O=C(CN1CC(c2ccccc2)CC1=O)Nc1ccc(F)cc1 (stereo not given)	2%[57.1 µM]	4%	-11%	-4%[57.1 µM]	12	-0.7	-5	0%	-0.1
Cc1ccc(CCNC(=O)Cn2nc(C)c3c(C)n(-c4ccc(C)cc4)nc3c2=O)cc1	6%	0%	?	13%	·	·	2	34%[activator]	-1.2
CC(=O)N1CC(=O)Nc2ccc(C)cc2C1c1ccccc1 (stereo not given)	3%	-3%	-19%	16%	-19	0.7	-6	0%	0.6
O=C(Cc1ccccc1)OC(COCc1ccccc1)CN1CCOCC1 (stereo not given)	-5%	4%	-4%	10%[57.1 µM]	-13	0.1	7	-2%	-0.1
O=C(c1cc(F)ccc1F)C1CCCN(Cc2ccc3nonc3c2)C1 (stereo not given)	4%[57.1 µM]	7%	-18%	24%[57.1 µM]	-15	-1.0	11	-1%	-0.7
CCCCn1c(=O)c(C(=O)NCc2ccco2)c(O)c2ccccc21	-1%	-3%	-14%	19%	-2	0.1	1	-10%	0.5
NC(=Nc1ccccc1)NN=Cc1c[nH]c2ccccc12	-9%	6%	-15%	-14%	·	·	·	-6%	·
CCN(CC)C(=O)c1ccc(NC(=O)CN2CCc3cc(OC)c(OC)cc3C2)cc1	12%[57.1 µM]	5%	3%	7%[57.1 µM]	24	-0.1	-2	4%	0.2
COc1ccc(-c2n(-c3ccccn3)c3ccccc3[n+]2-c2ccccn2)cc1	8%	0%	-14%	7%	6	0.3	-4	?	-0.7
COc1cccc(-n2c(O)c(C=Nc3c(C)n(C)n(-c4ccccc4)c3=O)c(=O)[nH]c2=O)c1	3%[57.1 µM]	2%	-11%	5%[57.1 µM]	-12	2.9	6	-1%	0.6

Compound profiles, from the list above. Order of values: TrxR1 substrate	mIDH1 inhibitor	USP1 inh	TrxR1 inh	D2 antag	D2 ag	TRHR enhancer	Pin1 inhibitor	TRHR agonist
Record of `O=C(c1cc(F)ccc1F)C1CCCN(Cc2ccc3nonc3c2)C1` (stereo not given) → 4%[57.1 µM]	7%	-18%	24%[57.1 µM]	-15	-1.0	11	-1%	-0.7
Record of `COC(=O)C1=C(c2ccc(F)cc2OCc2ccccc2)C[C@@H]2CC[C@H]1N2C(=O)N1CCC(O)CC1` → 5%[57.1 µM]	-8%	-26%	16%	-8	-0.1	37*	9%	0.4
Record of `O=C1N(c2ccccc2)C(c2cccnc2)N2CCCN12` (stereo not given) → 24%[57.1 µM]	7%	-11%	7%	·	·	1	-4%	0.5
